AHR activator = activates the human aryl hydrocarbon receptor; P35869; AHR-responsive luciferase reporter cells, luminescence; activation, % at 5 µM; 2.5% of 320,000 active; AID 2796; in the data active = activation above about 47%;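 also: 0% = vehicle wells and 100% = reference agonist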
Target sequence (P35869 whole entry, looked up): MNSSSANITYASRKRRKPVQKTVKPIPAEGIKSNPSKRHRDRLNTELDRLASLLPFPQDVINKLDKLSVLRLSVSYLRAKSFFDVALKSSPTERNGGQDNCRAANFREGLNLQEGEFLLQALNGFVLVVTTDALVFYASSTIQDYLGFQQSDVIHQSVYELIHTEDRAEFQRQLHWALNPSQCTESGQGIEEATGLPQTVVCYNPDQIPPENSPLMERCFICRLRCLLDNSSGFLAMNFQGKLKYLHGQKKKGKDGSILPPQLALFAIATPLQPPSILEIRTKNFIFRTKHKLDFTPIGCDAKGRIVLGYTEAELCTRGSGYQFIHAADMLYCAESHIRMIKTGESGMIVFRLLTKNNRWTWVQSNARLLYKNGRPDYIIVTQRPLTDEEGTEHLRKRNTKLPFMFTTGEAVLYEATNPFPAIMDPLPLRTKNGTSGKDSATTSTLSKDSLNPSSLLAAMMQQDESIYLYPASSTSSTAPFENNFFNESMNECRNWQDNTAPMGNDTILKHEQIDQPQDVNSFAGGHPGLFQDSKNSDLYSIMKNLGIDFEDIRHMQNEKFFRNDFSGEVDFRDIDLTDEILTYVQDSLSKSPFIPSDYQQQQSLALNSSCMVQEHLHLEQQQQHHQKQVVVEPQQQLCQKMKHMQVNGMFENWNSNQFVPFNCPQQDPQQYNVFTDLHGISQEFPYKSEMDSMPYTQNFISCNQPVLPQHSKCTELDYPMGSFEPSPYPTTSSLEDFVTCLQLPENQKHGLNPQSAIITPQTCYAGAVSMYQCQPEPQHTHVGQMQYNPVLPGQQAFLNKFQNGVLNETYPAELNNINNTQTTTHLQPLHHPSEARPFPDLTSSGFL
LAP4-GFP MLPCN = alters LAP4-GFP fluorescence in TOR pathway yeast screen | S. cerevisiae LAP4-GFP multiplex, flow cytometry GFP, 3 h; median GFP as percent of DMSO wells | GFP response vs DMSO, % at 10 µM | 0.34% of 320,000 active | AID 2023;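 active = GFP response vs DMSO above a set limit, about the screen mean plus 3 SD, cut at about 150% in these data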
MEP2-GFP yeast = modulators of TOR pathway MEP2-GFP in S. cerevisiae; S. cerevisiae MEP2-GFP strain, flow cytometry GFP, 3 h; 100% = DMSO control level; GFP response vs DMSO, % at 10 µM; 0.51% of 330,000 active;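 active = GFP response versus DMSO above a set limit, roughly screen mean plus 3 SD, cut at about 180% in these data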;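 also: median GFP fluorescence of the barcode-gated MEP2-GFP cells per well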
Efflux pump mplx = inhibitors of Candida antifungal efflux pumps expressed in yeast; S. cerevisiae Candida pump triplex, Nile Red efflux; inhibition, % at 10 µM; 0.44% of 330,000 active;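 active = plate passing quality check with inhibition over a set limit, or well fluorescence over plate mean plus 4 SD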;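 also: Nile Red retained in pooled yeast measured as flow cytometry median fluorescence; 0% = buffer negative control and 100% = Enniatin B positive control; higher means more Nile Red kept so more efflux inhibition; some compounds called inactive have numbers as strong as hits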
Yeast superoxide = lowers age-related superoxide in aged yeast cells | superoxide response (% of plate mean), % at 10 µM | S. cerevisiae aged cells, superoxide DHE fluorescence; hits give low values | 0.18% of 330,000 active;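 active = superoxide response under a set limit, about three screen SD below normal, cut at about 65% in these data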;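 also: yeast aged for seven days with compound at 30 °C before DHE staining; 100% = average MFI of all compound-treated wells on the plate with controls excluded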
CIT2 TOR yeast = yeast TOR pathway CIT2-GFP modulation; AID 2029; GFP response vs DMSO, % at 10 µM; S. cerevisiae CIT2-GFP strain, flow cytometry, 3 h; 100 means same as DMSO wells; 0.065% of 320,000 active;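 active = GFP response relative to DMSO above a set limit, near the screen mean plus 3 SD, cut at about 150% in these data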;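 also: ratio of well median GFP fluorescence to mean of DMSO wells on the plate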
AGP1 TOR yeast = modulators of TOR pathway AGP1-GFP in S. cerevisiae. S. cerevisiae AGP1-GFP multiplex flow cytometry, 3 h; GFP as percent of DMSO wells. GFP response vs DMSO, % at 10 µM. 0.02% of 320,000 active. AID 2066;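 active = GFP response relative to DMSO above a set limit, near screen average plus 3 SD, cut at about 150% in these data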;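 also: median GFP channel fluorescence of the gated AGP1 strain per well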
RPL19A TOR yeast = yeast TOR pathway RPL19A-GFP modulation. S. cerevisiae RPL19A-GFP strain, flow cytometry, 3 h; hits give low values. percent response vs DMSO, % at 10 µM. 0.3% of 330,000 active;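 active = percent response vs DMSO below 50%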;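 also: median channel GFP fluorescence of the barcoded RPL19A-GFP strain; ratio of sample median GFP to plate DMSO average so 100% = DMSO; lower means less RPL19A-GFP as with rapamycin TOR inhibition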
Active calls of the source: *.

For COc1ccc(CC(=O)OCc2nnc(C3COc4ccccc4O3)o2)cc1OC (stereo not drawn) the results were AHR activator 6, LAP4-GFP MLPCN 113, MEP2-GFP yeast 113, Efflux pump mplx -0.1, Yeast superoxide 102, CIT2 TOR yeast 106, AGP1 TOR yeast 110 and RPL19A TOR yeast 102.
For O=C(C[C@H]1C(=O)N(C2CCCCC2)C[C@@H]1Cc1ccccc1)Nc1ccccc1 the results were AHR activator 5, LAP4-GFP MLPCN 95, MEP2-GFP yeast 100, Efflux pump mplx -0.1, Yeast superoxide 95, CIT2 TOR yeast 96, AGP1 TOR yeast 99 and RPL19A TOR yeast 95.
Cc1ccc(C2(CCNCc3ccc(N(C)C)cc3)CCOC(C(C)C)C2)cc1 (stereo not drawn) was read as AHR activator 0, LAP4-GFP MLPCN 93, MEP2-GFP yeast 97, Efflux pump mplx 0.2, Yeast superoxide 97, CIT2 TOR yeast 92, AGP1 TOR yeast 95 and RPL19A TOR yeast 99.
For CCCSc1ccc([C@H]2N[C@@](Cc3ccccc3)(C(=O)OC)[C@H]3C(=O)N(C)C(=O)[C@@H]23)cc1 the results were AHR activator 2, LAP4-GFP MLPCN 106, MEP2-GFP yeast 102, Efflux pump mplx 0.0, Yeast superoxide 93, CIT2 TOR yeast 101, AGP1 TOR yeast 106 and RPL19A TOR yeast 101.
For CCOC(=O)c1cc(-c2ccccc2)sc1N the results were AHR activator 0, LAP4-GFP MLPCN 98, MEP2-GFP yeast 89, Efflux pump mplx 0.1, Yeast superoxide 111, CIT2 TOR yeast 83, AGP1 TOR yeast 87 and RPL19A TOR yeast 94.
`CC(=O)Nc1ccc(Sc2ccccc2C(=O)O)c(C(=O)O)c1` gave AHR activator 3, LAP4-GFP MLPCN 104, MEP2-GFP yeast 102, Efflux pump mplx 0.1, Yeast superoxide 104, CIT2 TOR yeast 99, AGP1 TOR yeast 101 and RPL19A TOR yeast 97.
C=CCn1c(N)c(C(=O)Nc2ccccc2)c2nc3ccccc3nc21 was read as AHR activator -5, LAP4-GFP MLPCN 94, MEP2-GFP yeast 102, Efflux pump mplx 0.0, Yeast superoxide 115, CIT2 TOR yeast 97, AGP1 TOR yeast 92 and RPL19A TOR yeast 92.
For Cc1ccc(CN2C(=O)CCC2C(=O)NCc2ccc3c(c2)OCO3)cc1 (stereo not drawn) the results were AHR activator 2, LAP4-GFP MLPCN 95, MEP2-GFP yeast 105, Efflux pump mplx 0.2, Yeast superoxide 95, CIT2 TOR yeast 96, AGP1 TOR yeast 101 and RPL19A TOR yeast 98.
`CC(=O)c1ccccc1NS(=O)(=O)c1ccc2c(c1)CC(=O)N2` gave AHR activator 7, LAP4-GFP MLPCN 116, MEP2-GFP yeast 109, Efflux pump mplx 0.0, Yeast superoxide 100, CIT2 TOR yeast 82, AGP1 TOR yeast 107 and RPL19A TOR yeast 98.
Screening COc1ccc2c(c1)nc(NCCO)n2C returned AHR activator 1, LAP4-GFP MLPCN 94, MEP2-GFP yeast 103, Efflux pump mplx 0.5, Yeast superoxide 96, CIT2 TOR yeast 103, AGP1 TOR yeast 103 and RPL19A TOR yeast 108.

2 entries drawn at random from those above:
For Cc1ccc(CN2C(=O)CCC2C(=O)NCc2ccc3c(c2)OCO3)cc1 (stereo not drawn) the results were AHR activator 2, LAP4-GFP MLPCN 95, MEP2-GFP yeast 105, Efflux pump mplx 0.2, Yeast superoxide 95, CIT2 TOR yeast 96, AGP1 TOR yeast 101 and RPL19A TOR yeast 98.
For O=C(C[C@H]1C(=O)N(C2CCCCC2)C[C@@H]1Cc1ccccc1)Nc1ccccc1 the results were AHR activator 5, LAP4-GFP MLPCN 95, MEP2-GFP yeast 100, Efflux pump mplx -0.1, Yeast superoxide 95, CIT2 TOR yeast 96, AGP1 TOR yeast 99 and RPL19A TOR yeast 95.

Continued:
Screening Cc1ccc(-c2cc(C(F)F)nc(NCc3cccnc3)n2)cc1 returned AHR activator 34, LAP4-GFP MLPCN 93, MEP2-GFP yeast 97, Efflux pump mplx 0.1, Yeast superoxide 96, CIT2 TOR yeast 99, AGP1 TOR yeast 98 and RPL19A TOR yeast 97.
CC(=O)c1sc(N)c(C(=O)OC(C)C)c1C was read as AHR activator 0, LAP4-GFP MLPCN 110, MEP2-GFP yeast 106, Efflux pump mplx -0.1, Yeast superoxide 89, CIT2 TOR yeast 96, AGP1 TOR yeast 107 and RPL19A TOR yeast 99.
`CC(C)C(=O)NC(NC(=S)Nc1ccc(S(N)(=O)=O)cc1)C(Cl)(Cl)Cl` (stereo not drawn) gave AHR activator -1, LAP4-GFP MLPCN 99, MEP2-GFP yeast 110, Efflux pump mplx 0.0, Yeast superoxide 108, CIT2 TOR yeast 104, AGP1 TOR yeast 105 and RPL19A TOR yeast 103.
Screening CCn1cc(C(=O)NCc2ccco2)c(=O)c2cc(S(=O)(=O)N3CCC(C)CC3)ccc21 returned AHR activator -2, LAP4-GFP MLPCN 94, MEP2-GFP yeast 95, Efflux pump mplx -0.1, Yeast superoxide 95, CIT2 TOR yeast 104, AGP1 TOR yeast 104 and RPL19A TOR yeast 99.
For c1ccc(CNC2=NCCCCC2)cc1 the results were AHR activator 0, LAP4-GFP MLPCN 98, MEP2-GFP yeast 99, Efflux pump mplx 0.0, Yeast superoxide 95, CIT2 TOR yeast 104, AGP1 TOR yeast 103 and RPL19A TOR yeast 100.
O=[N+]([O-])c1ccc(OCCN2CCNCC2)cc1 was read as AHR activator 2, LAP4-GFP MLPCN 93, MEP2-GFP yeast 104, Efflux pump mplx 0.0, Yeast superoxide 108, CIT2 TOR yeast 100, AGP1 TOR yeast 94 and RPL19A TOR yeast 101.
Screening Cc1n[nH]c(=S)n1/N=C/c1cccc(OCc2ccccc2)c1 returned AHR activator 13, LAP4-GFP MLPCN 111, MEP2-GFP yeast 95, Efflux pump mplx 0.1, Yeast superoxide 101, CIT2 TOR yeast 88, AGP1 TOR yeast 97 and RPL19A TOR yeast 91.
`COc1ccc(CCN2CC(C(=O)NCc3ccco3)CC2=O)cc1OC` (stereo not drawn) gave AHR activator 0, LAP4-GFP MLPCN 97, MEP2-GFP yeast 95, Efflux pump mplx 0.0, Yeast superoxide 108, CIT2 TOR yeast 95, AGP1 TOR yeast 102 and RPL19A TOR yeast 97.
Screening O=C(c1ccc2n[nH]nc2c1)N1CCN(c2ccc(C(F)(F)F)cn2)CC1 returned AHR activator -2, LAP4-GFP MLPCN 95, MEP2-GFP yeast 93, Efflux pump mplx 0.0, Yeast superoxide 117, CIT2 TOR yeast 99, AGP1 TOR yeast 95 and RPL19A TOR yeast 97.
CC1=C(C(=O)Nc2cc(C(=O)N3CCC(C)CC3)ccc2C)SCCO1 was read as AHR activator -3, LAP4-GFP MLPCN 102, MEP2-GFP yeast 103, Efflux pump mplx 0.0, Yeast superoxide 110, CIT2 TOR yeast 110, AGP1 TOR yeast 103 and RPL19A TOR yeast 103.
For COc1ccccc1/C=C/C=N/n1c(-c2ccc(Cl)cc2Cl)n[nH]c1=S the results were AHR activator 1, LAP4-GFP MLPCN 112, MEP2-GFP yeast 96, Efflux pump mplx 0.4*, Yeast superoxide 88, CIT2 TOR yeast 92, AGP1 TOR yeast 104 and RPL19A TOR yeast 98.
Cc1ccccc1-n1ncc2c1CC(C)(C)CC2NC(=O)CSc1ccncc1 (stereo not drawn) was read as AHR activator -2, LAP4-GFP MLPCN 103, MEP2-GFP yeast 96, Efflux pump mplx 0.2, Yeast superoxide 92, CIT2 TOR yeast 98, AGP1 TOR yeast 102 and RPL19A TOR yeast 96.
CN(C/C=C/c1ccccc1[N+](=O)[O-])Cc1ccccc1 was read as AHR activator 22, LAP4-GFP MLPCN 98, MEP2-GFP yeast 107, Efflux pump mplx 0.0, Yeast superoxide 100, CIT2 TOR yeast 106, AGP1 TOR yeast 104 and RPL19A TOR yeast 101.
For Cc1ccc(S(=O)(=O)Nc2cccc3ncccc23)cc1 the results were AHR activator 3, LAP4-GFP MLPCN 101, MEP2-GFP yeast 96, Efflux pump mplx -0.1, Yeast superoxide 96, CIT2 TOR yeast 89, AGP1 TOR yeast 92 and RPL19A TOR yeast 91.
`CN(C1CCS(=O)(=O)C1)S(=O)C12CC3CC(CC(C3)C1)C2` (stereo not drawn) gave AHR activator -1, LAP4-GFP MLPCN 99, MEP2-GFP yeast 103, Efflux pump mplx 0.1, Yeast superoxide 91, CIT2 TOR yeast 100, AGP1 TOR yeast 99 and RPL19A TOR yeast 96.
`Cc1cccc(NC2=CC(=O)CC(C)(C)C2)c1C` gave AHR activator 1, LAP4-GFP MLPCN 93, MEP2-GFP yeast 103, Efflux pump mplx 0.1, Yeast superoxide 101, CIT2 TOR yeast 94, AGP1 TOR yeast 94 and RPL19A TOR yeast 95.
Screening COC(=O)c1ccc2c(=O)n(-c3ccccc3F)c(=S)[nH]c2c1 returned AHR activator 7, LAP4-GFP MLPCN 101, MEP2-GFP yeast 105, Efflux pump mplx 0.0, Yeast superoxide 112, CIT2 TOR yeast 112, AGP1 TOR yeast 97 and RPL19A TOR yeast 113.
Screening C=CCN1C(=O)c2ccc(C(=O)NCC(c3ccccc3)N(C)C)cc2C1=O (stereo not drawn) returned AHR activator 1, LAP4-GFP MLPCN 92, MEP2-GFP yeast 96, Efflux pump mplx 0.7, Yeast superoxide 97, CIT2 TOR yeast 95, AGP1 TOR yeast 97 and RPL19A TOR yeast 101.
CC(/C=C1\N=C(SCc2ccccc2Cl)SC1=O)=C\c1ccccc1 was read as AHR activator 2, LAP4-GFP MLPCN 90, MEP2-GFP yeast 94, Efflux pump mplx 0.0, Yeast superoxide 96, CIT2 TOR yeast 100, AGP1 TOR yeast 96 and RPL19A TOR yeast 95.
For CC(=O)C1=C(C)NC(=O)NC1c1ccc(Cl)cc1 (stereo not drawn) the results were AHR activator 0, LAP4-GFP MLPCN 93, MEP2-GFP yeast 102, Efflux pump mplx 0.0, Yeast superoxide 83, CIT2 TOR yeast 94, AGP1 TOR yeast 94 and RPL19A TOR yeast 102.
Screening Cc1ccc(NC2=C(Cl)C(=O)OC2OC(=O)c2ccco2)cc1C (stereo not drawn) returned AHR activator -1, LAP4-GFP MLPCN 94, MEP2-GFP yeast 99, Efflux pump mplx 0.0, Yeast superoxide 114, CIT2 TOR yeast 88, AGP1 TOR yeast 94 and RPL19A TOR yeast 92.
`CC(NC(=O)Nc1ccccc1)C(c1ccccc1)N1CCOCC1` (stereo not drawn) gave AHR activator 1, LAP4-GFP MLPCN 88, MEP2-GFP yeast 100, Efflux pump mplx -0.2, Yeast superoxide 105, CIT2 TOR yeast 98, AGP1 TOR yeast 95 and RPL19A TOR yeast 103.
For CCOc1ccc(NC(=O)N2CCN(CC)CC2)cc1 the results were AHR activator 0, LAP4-GFP MLPCN 102, MEP2-GFP yeast 101, Efflux pump mplx 0.2, Yeast superoxide 90, CIT2 TOR yeast 94, AGP1 TOR yeast 105 and RPL19A TOR yeast 97.
`COc1cccc(/C(C)=N/Nc2ccc(S(=O)(=O)N3CCCCC3)cn2)c1` gave AHR activator 2, LAP4-GFP MLPCN 102, MEP2-GFP yeast 94, Efflux pump mplx 0.1, Yeast superoxide 94, CIT2 TOR yeast 94, AGP1 TOR yeast 96 and RPL19A TOR yeast 95.
`N#CCOC(=O)c1sccc1-n1cccc1` gave AHR activator 3, LAP4-GFP MLPCN 101, MEP2-GFP yeast 109, Efflux pump mplx 0.0, Yeast superoxide 96, CIT2 TOR yeast 120, AGP1 TOR yeast 113 and RPL19A TOR yeast 110.
Screening CN(c1ccc(F)cc1)S(=O)(=O)c1ccc(Cl)c(C(=O)OCC(=O)NC2CC2)c1 returned AHR activator 1, LAP4-GFP MLPCN 97, MEP2-GFP yeast 104, Efflux pump mplx 0.0, Yeast superoxide 115, CIT2 TOR yeast 103, AGP1 TOR yeast 99 and RPL19A TOR yeast 95.
`Cc1ccccc1CCN(C(=O)c1csnn1)C(C(=O)NC1CCCC1)c1ccco1` (stereo not drawn) gave AHR activator 4, LAP4-GFP MLPCN 105, MEP2-GFP yeast 110, Efflux pump mplx -0.1, Yeast superoxide 88, CIT2 TOR yeast 106, AGP1 TOR yeast 109 and RPL19A TOR yeast 105.

Bioassay records deposited in PubChem BioAssay by several laboratories.
